Source: PubChem BioAssay
14-3-3 PPI: 14-3-3 gamma protein interaction modulation; 0.19% of 160,000 active; P61981; inhibition, % at 40 µM; FP, 14-3-3gamma / TMR-pS259-Raf peptide binding; AID 422; in the data active means inhibition above about 30%;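 further: 0% = protein plus tracer without compound and 100% = blank with tracer alone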
Target sequence (P61981 whole entry, looked up): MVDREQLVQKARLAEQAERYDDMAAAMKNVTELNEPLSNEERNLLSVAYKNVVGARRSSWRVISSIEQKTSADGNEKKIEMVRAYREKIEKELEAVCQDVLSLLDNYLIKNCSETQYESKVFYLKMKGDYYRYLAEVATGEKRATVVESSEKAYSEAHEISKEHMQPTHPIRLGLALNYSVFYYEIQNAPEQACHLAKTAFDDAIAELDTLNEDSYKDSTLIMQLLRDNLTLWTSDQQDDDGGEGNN
The depositor's hits bear a star; & = joins results of further samples. These rows are one share of the data; rates above refer to the full screens.

SMILES,14-3-3 PPI
CCN(CCNc1ccc([N+](=O)[O-])cc1Cl)C(=O)c1ccc(C)cc1,3
Nc1c(C(=O)Nc2ccccc2)sc(=S)n1-c1ccccc1F,-4
Cc1cccc(N(CC(=O)NCCSc2ccc(Cl)cc2)S(C)(=O)=O)c1C,-1
COc1ccc(C2C(C(=O)OCC3CCCO3)=C(C)NC3=C2C(=O)CC(C)(C)C3)cc1O (stereo not drawn),11
C=CCOC(=O)C1=C(C)OC(N)=C(C#N)C1c1ccoc1 (stereo not drawn),-24
O=C(NCCN1CCOCC1)c1cc(Sc2ccc(F)cc2)nc2ccccc12,-7
CCOC(=O)C1=C(N)N(c2ccccc2)C2=C(C(=O)CC(C)(C)C2)C1c1ccc(Br)s1 (stereo not drawn),5
Cc1ccc(C(=O)Nc2ccccc2F)cc1S(=O)(=O)N1CCOCC1,14
CCOC(=O)CSc1nnc(CNC(=O)c2ccco2)n1-c1ccc(F)cc1,-7
Cc1cccn2c(=O)c3cc(C(=O)Nc4cc(C(F)(F)F)ccc4Cl)sc3nc12,-252
CCOc1ccccc1N(CC(=O)N1CCOCC1)S(=O)(=O)c1ccccc1,-14
O=C(Cn1c2ccccc2c(=O)c2cc(Cl)ccc21)Nc1cccc(C(F)(F)F)c1,-11
O=C1CC(c2ccccc2)CC2=C1C(c1cccnc1)N(C(=O)C1CC1)c1ccccc1N2 (stereo not drawn),2
O=C1CCCC2=C1C(c1ccc(O)cc1)c1c(nc(SCc3ccccc3Cl)[nH]c1=O)N2 (stereo not drawn),-18
O=C1CSC(=Nc2cccc(Br)c2)N1,-119
Cc1c(N=Cc2ccccc2F)c(=O)n(-c2ccccc2)n1C,-7
COc1cc2c(cc1OC)C1(CCCC1)CNC2C (stereo not drawn),0
CCCCCOC(=O)Cn1c(SCC(=O)Nc2ccccc2)nc2c1c(=O)[nH]c(=O)n2C,-10
O=C1CCCC2=C1C(c1cccc(O)c1)n1ncnc1N2 (stereo not drawn),1
O=C(Nc1c2c(nn1-c1ccc([N+](=O)[O-])cc1)CS(=O)(=O)C2)C1CCCCC1,-3
CCOc1ccc(-n2c(SC(C)C)nc3c([nH]c4ccccc43)c2=O)cc1,-1
CN1CCN(CC(=O)Nc2c(C(=O)c3ccccc3)oc3ccccc23)CC1,1
COc1ccc(C(=O)CC(=O)C(=O)Nc2ccc(C)c(Cl)c2)cc1,1
Cc1c(C(=O)NCCCN2CCC(C)CC2)sc2ncn(CC(=O)N3CCCCC3C)c(=O)c12 (stereo not drawn),-2
O=C(NCCCN1CCCC1=O)c1ccc2nc3ccccc3c(=O)n2c1,1
O=C(COC(=O)C1CC(=O)N(c2ccc3c(c2)OCCO3)C1)Nc1ccc2c(c1)CCC2 (stereo not drawn),-3
Cc1c(C=Cc2nc3ccccc3c(=O)n2-c2ccccc2[N+](=O)[O-])c2ccccc2n1C,-4
O=C(Nc1c[nH]c(=O)[nH]c1=O)c1ccc(N2C(=O)C3C4C=CC(C4)C3C2=O)cc1 (stereo not drawn),18
CCOc1ccc(NC(=O)Cn2ncc3c(=O)oc4ccccc4c32)cc1,-11
COC(=O)CSC1=C(C#N)C(c2ccc(C(C)C)cc2)CC(=O)N1 (stereo not drawn),1
CCOCCCNCC(=O)Nc1ccccc1N1CCOCC1,-1
CC(C)(C)c1ccccc1NC(=O)c1ccco1,1
O=C(c1cccc(C(F)(F)F)c1)N1CCn2c1nc1ccccc12,4
CCOC(=O)c1cnc2cc(Cl)c(OC)cc2c1NCc1ccco1,-10
Cc1cc2cc(CCNC(=O)c3ccc(S(=O)(=O)N(C)C)cc3)c(=O)[nH]c2cc1C,-4
COc1ccc2oc(C(=O)CCC(=O)O)c(N)c2c1,-4
CC(=O)N1CCc2cc(Br)cc(S(=O)(=O)N3CCN(C)CC3)c21,-3
COC(=O)c1ccc(CSc2nc(C(F)F)cc(C)c2C#N)o1,-17
CC(C)CCn1cnc2c([nH]c3cccc(Cl)c32)c1=O,-7
CCCN(CCC)CCc1cccc2c1CC(=O)N2,-4

Another view of part of the listing above.
CCCCCOC(=O)Cn1c(SCC(=O)Nc2ccccc2)nc2c1c(=O)[nH]c(=O)n2C
- 14-3-3 PPI: -10

O=C1CCCC2=C1C(c1cccc(O)c1)n1ncnc1N2 (stereo not drawn)
- 14-3-3 PPI: 1

Following part
SMILES,14-3-3 PPI
COc1ccc(C)cc1NS(=O)(=O)c1cccc2nonc12,-20
CC(O)C(=O)NS(=O)(=O)c1ccccc1 (stereo not drawn),2
Cc1cc(C)n2nc(SCC(=O)NCc3ccco3)nc2n1,1&-8
COc1ccc(CNCc2cc(C)c(OC)cc2C)cc1,-8
CSc1nnc2c(n1)OC(c1ccc(OC3CCCC3)cc1)N(C(C)=O)c1ccccc1-2 (stereo not drawn),6
CCCN1C2CCCC1CC(NC(=O)c1ccccc1)C2 (stereo not drawn),-3
COc1ccccc1N(CC(=O)Nc1ccc(Br)cc1)S(=O)(=O)c1ccc(C)cc1,-6
CN(C)c1ccc(C2C(=O)N(C3CCCCC3)CC(=O)N2CCC2=CCCCC2)cc1 (stereo not drawn),-12
NC(=O)CSc1nc2ccccc2[nH]1,-11
Cn1nc(CC(=O)Nc2ncc(Br)s2)c2ccccc2c1=O,-2
CCN1/C(=C/c2ccc3cc(OC)ccc3[n+]2CC)Sc2ccc(C)cc21,42*
COCCNC(=O)c1cc2c(n(-c3ccc(C)cc3)c1=O)CC(C)(C)CC2=O,-8
COc1ccc(Cn2cccc(NC(=O)Nc3ccc(C#N)cc3)c2=O)cc1,-8
Cc1ccc(C2N(c3ccccc3)CCN2c2ccccc2)s1,-3
Cc1ccccc1NC(=O)CNc1ccccc1N1CCCCC1,-4
CCOC(=O)c1cnc2c(-c3cccc(Br)c3)cnn2c1-c1ccccc1,-12
O=C(NCc1ccc(F)cc1)C(c1cccs1)N(C(=O)c1csnn1)C1CC1 (stereo not drawn),3
NC1=NC(=O)CC(C(=O)Nc2ccc(Cl)cc2)S1 (stereo not drawn),3
O=[N+]([O-])c1ccc(S(=O)(=O)N2CCSC2c2ccc(Cl)cc2)cc1 (stereo not drawn),-3
O=C(O)c1ccc(NC(=O)c2cccs2)cc1,-12
COc1cccc(-n2c(SCC(=O)NCCc3ccccc3)nnc2-c2ccoc2C)c1,-2
COc1ccc(N=Cc2cccc([N+](=O)[O-])c2O)cc1Cl,-43
COc1ccccc1C(=O)NCCCn1cc(Br)c(C)n1,-12
CCC(=O)N(CCC1(c2ccc(OC)cc2)CCOC(C)(C)C1)Cc1ccc(Cl)cc1 (stereo not drawn),1
CCCOC(=O)C1=C(C)NC2=C(C(=O)CCC2)C1c1cccc(Oc2ccccc2)c1 (stereo not drawn),-4
CC(=O)OCC(=O)Nc1ccc(Cl)cc1Cl,-1
Cc1cc(N2CCN(C3CCCC3)CC2)n2c(nc3ccccc32)c1C#N,-37&0
Cc1cccc(N2CCN(C(=O)c3ccc(Cl)c(S(=O)(=O)NCc4ccco4)c3)CC2)c1C,-1
COc1ccc(-n2nc3c(c2NC(=O)c2ccc(S(=O)(=O)N(C)C)cc2)CS(=O)C3)cc1 (stereo not drawn),-7
C=CCS(=O)(=O)CC(=O)Nc1ccccc1,-3
CCOc1ccc2nc(C(=O)N3CCCC3)sc2c1,-3
CCC(=O)N1CC(C)C(=O)N(C(=O)CC)c2ccccc21 (stereo not drawn),5
COc1ccc(-c2cc(C(F)(F)F)nc(-n3nccc3C)n2)cc1,-1
COc1cccc(C2NC(C)(C(=O)O)C3C(=O)N(Cc4ccccc4)C(=O)C23)c1O (stereo not drawn),-9
CC(=O)Nc1cccc(-c2csc(NCc3ccco3)n2)c1,-18
CCN1C(=O)N(CC)C2C1N(CC)C(=O)N2CC (stereo not drawn),5
CC1=C(C(=O)OC2CCCC2)C(c2cc3c(cc2Br)OCO3)C2=C(CC(C)(C)CC2=O)N1 (stereo not drawn),1
CCc1ccc(-c2oc(C)c(C)[n+]2[O-])cc1,-7
CCOCCCn1c(=NC(C)=O)c(C(=O)OCC)cc2c(=O)n3ccccc3nc21,-6
Cc1cc(C)nc(NC(=O)CN2C(=O)C3CCCCC3C2=O)n1 (stereo not drawn),4
CSc1nc(N)nc(SCC(=O)Nc2ccc(C)cc2)c1C#N,5
O=C(NCCCN1CCCC1)c1cc(=O)[nH]c2ccc(S(=O)(=O)N3CCCCCC3)cc12,-2
Cc1nnc2n1NC(c1ccc(Cl)cc1)C(C(=O)N(C)C1CCCCC1)S2 (stereo not drawn),-5
COC(=O)c1c(NC(=O)Cc2cccs2)sc(C(=O)N2CCCCC2)c1C,-3
COc1ccc(C2/C(=C(\O)c3ccc(Cl)cc3)C(=O)C(=O)N2CCN2CCOCC2)cc1OC (stereo not drawn),-10
COc1ccc(C(=O)N2CCCc3ccccc32)cc1S(=O)(=O)N1CCCc2ccccc21,-18
Cc1cc(=O)n2c(C)n[nH]c2n1,-8
CC1=C(C(=O)OCc2ccccc2)C(c2ccc3c(c2)OCO3)C2=C(CCCC2=O)N1 (stereo not drawn),-4
O=C(NCC1CCCO1)c1ccccn1 (stereo not drawn),12
NC(=O)c1ccc(NC(=O)CN2CCN(c3ccccn3)CC2)cc1,-14
COc1ccc(C)cc1NC(=O)CN(c1cccc(C)c1C)S(C)(=O)=O,5
CC1(C)c2ccccc2N(CC(N)=O)C12C=Cc1cc([N+](=O)[O-])ccc1O2 (stereo not drawn),-168
COc1ccc(Br)cc1CNC(=O)c1ccc(CSCc2ccccc2Cl)o1,0
COc1ccccc1Nc1nc(-c2ccc(OC)c(OC)c2)nc2ccccc12,7
CC(=O)c1ccc(NC(=O)c2ccc(C)c(S(=O)(=O)N3CCOCC3)c2)cc1,5
O=C(Cc1c(C(=O)O)[nH]c2ccccc12)Nc1ccc(C(F)(F)F)cc1,-1
CCCOc1ccc(-c2nc(N3CCOCC3)c3ccccc3n2)cc1,-5
CC1Cc2nc(SCC(=O)Nc3nccs3)n(Cc3ccccc3)c(=O)c2S1 (stereo not drawn),2&6
Cc1ccc(C)c(CN2C(=O)C(C(C)C(=O)NC3CCCCC3)Sc3ccccc32)c1 (stereo not drawn),3
O=C(CSc1nnc(NC2CCCCC2)s1)NC1CCS(=O)(=O)C1 (stereo not drawn),-2

More results:
SMILES,14-3-3 PPI
CCc1ccccc1-n1c(N)c(C(=O)OC)c2nc3ccccc3nc21,-13
CC1=C(C(=O)OCC(C)C)C(c2ccccc2F)C2=C(CC(c3cccs3)CC2=O)N1 (stereo not drawn),-9
Cc1ccc2nc(-c3ccccn3)c(Nc3ccc4c(c3)OCCO4)n2c1,1
Cc1cc(C2C(=O)CC(=O)CC2c2ccccc2)on1 (stereo not drawn),-2
CCOC(=O)c1cn(CC)c2cc(N3CCCC3)c(F)cc2c1=O,0
CCOc1cccc(-c2nnc3sc(-c4ccco4)nn23)c1,-2
COC(=O)c1c(NC(=O)COc2ccc(Cl)cc2C)sc2c1CCC2,-11
Cc1ccc(F)cc1NC(=O)CCCn1c2ccccc2c(=O)c2ccccc21,-18
C#CC1(OC(C)=O)C2CC3CC(C2)CC1C3 (stereo not drawn),2
CSc1nc2nc(-c3ccccc3)cc(C(F)(F)F)n2n1,-9
CCOC(=O)c1sc2nc3c(cc2c1N)C(=O)CC(C)(C)C3,-1
CCN(C(=O)CSc1nnc(-c2ccccc2Cl)n1C1CCCC1)C1CCS(=O)(=O)C1 (stereo not drawn),-4
COc1ccc([N+](=O)[O-])cc1NC(=O)CCN1CCCC1,2
CCNc1nc(NCC)nc(-n2nc(C)cc2C)n1,-13
Cc1ccc(Nc2c(-c3ccc(O)cc3)nc3cc(C)ccn23)cc1,-11
Cc1cccc2nc(-c3cccc(Cl)c3)c(Nc3ccc4c(c3)OCCO4)n12,-3
OCCN(Cc1ccccc1)CC1CCCCC1,-6
COC(=O)CSc1nc2sc3c(c2c(=O)n1C1CCCCC1)CCN(C)C3,-7
CCN(CC)CCNC(=O)c1cc2c(=O)n3cccc(C)c3nc2s1,6
CCOc1ccc2nc(C)cc(C(=O)O)c2c1,-1&4

Ordered by the number under 14-3-3 PPI (falling): six from the list above
SMILES,14-3-3 PPI
C#CC1(OC(C)=O)C2CC3CC(C2)CC1C3 (stereo not drawn),2
Cc1ccc2nc(-c3ccccn3)c(Nc3ccc4c(c3)OCCO4)n2c1,1
CCOC(=O)c1cn(CC)c2cc(N3CCCC3)c(F)cc2c1=O,0
Cc1cc(C2C(=O)CC(=O)CC2c2ccccc2)on1 (stereo not drawn),-2
COC(=O)c1c(NC(=O)COc2ccc(Cl)cc2C)sc2c1CCC2,-11
CCc1ccccc1-n1c(N)c(C(=O)OC)c2nc3ccccc3nc21,-13

Next section.
SMILES,14-3-3 PPI
CCc1nn(C(C)C(=O)N2CCN(Cc3ccccc3)CC2)c(=O)c2cc3occc3n12 (stereo not drawn),-1
O=c1c2ccccc2nc2n1CCN2Cc1ccc(Cl)cc1,0
Cc1c(C)n(C(=O)CSc2n[nH]c(-c3ccccc3)n2)c2ccccc12,-11
O=C(NCc1cccnc1)Nc1cccc(NC(=O)NCc2cccnc2)c1,-2
O=[N+]([O-])c1cccc(C2=NN(c3nc(-c4ccc(S(=O)(=O)N5CCOCC5)cc4)cs3)C(c3ccc(F)cc3)C2)c1 (stereo not drawn),-12
CCOc1ccc(N(C(C)=O)C2=C(N(C)C)C(=O)c3ccccc3C2=O)cc1,-8
CN(CC(=O)NCCc1ccccc1)S(=O)(=O)c1ccc(Br)s1,-11
CCN(CC)C(=O)c1sc2c(c1C)c(=O)n(-c1ccc(C)c(C)c1)c(=O)n2Cc1cc(=O)n2c(C)cccc2n1,-2
